SENP7 inh = inhibitors of human SENP7 protease; Q9BQF6; recombinant SENP7, Z-RLRGG-aminoluciferin luminescence, 40 min; inhibition, % at 5 µM; 1.5% of 330,000 active; AID 434973;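 active means inhibition above about 50% at the single test dose, limit read from the data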;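 further: plate controls were DMSO with enzyme for no effect and no enzyme buffer wells for full effect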
Target sequence (Q9BQF6 706-1050 limits assumed): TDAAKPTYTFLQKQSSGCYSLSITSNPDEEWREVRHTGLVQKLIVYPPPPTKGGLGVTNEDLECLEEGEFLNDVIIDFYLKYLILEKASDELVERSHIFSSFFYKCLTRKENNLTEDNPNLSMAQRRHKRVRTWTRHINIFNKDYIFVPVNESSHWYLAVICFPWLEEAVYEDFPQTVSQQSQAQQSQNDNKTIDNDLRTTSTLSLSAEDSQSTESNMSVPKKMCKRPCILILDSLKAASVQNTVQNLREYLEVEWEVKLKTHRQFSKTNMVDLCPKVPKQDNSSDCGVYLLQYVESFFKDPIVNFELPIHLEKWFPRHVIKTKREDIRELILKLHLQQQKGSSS
SENP6 inh = inhibitors of human SENP6 protease; 1.8% of 330,000 active; AID 2599; Q9GZR1; inhibition, % at 10 µM; Recombinant SENP6 catalytic domain, aminoluciferin luminescence;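 active means inhibition above about 50% at the single tested dose, limit read from the data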;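 further: plate controls were DMSO wells with enzyme for no effect and DMSO wells lacking enzyme for full effect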
Target sequence (Q9GZR1 628-1112 limits assumed): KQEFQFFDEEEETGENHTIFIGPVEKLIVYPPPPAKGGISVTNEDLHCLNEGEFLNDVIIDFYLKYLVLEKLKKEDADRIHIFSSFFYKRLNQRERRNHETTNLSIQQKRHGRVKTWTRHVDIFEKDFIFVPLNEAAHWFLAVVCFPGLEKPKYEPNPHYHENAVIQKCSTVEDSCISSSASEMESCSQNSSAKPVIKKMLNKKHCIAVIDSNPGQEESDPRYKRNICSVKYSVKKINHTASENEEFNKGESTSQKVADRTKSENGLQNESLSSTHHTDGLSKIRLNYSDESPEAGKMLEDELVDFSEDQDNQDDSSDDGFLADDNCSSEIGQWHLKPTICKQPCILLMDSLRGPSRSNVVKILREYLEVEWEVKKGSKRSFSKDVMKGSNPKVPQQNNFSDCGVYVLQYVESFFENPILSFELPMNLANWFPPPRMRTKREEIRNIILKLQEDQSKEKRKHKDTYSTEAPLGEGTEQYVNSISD
APOBEC3G inh = APOBEC3G (human) deaminase inhibition. Q9HC16. recombinant A3G, ssDNA deamination FAM/TAMRA fluorescence. inhibition, % at 20 µM. 0.28% of 330,000 active. AID 493012;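 active means inhibition of at least 40% at 20 µM, with no more than 30% in the related APOBEC3A deaminase screen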;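 further: plate controls were DMSO wells with A3G for no effect and wells lacking A3G enzyme for full effect; some compounds called inactive have numbers as strong as hits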
SENP1 inh = blocks the human SENP1 SUMO protease catalytic domain | Q9P0U3 | recombinant SENP1 catalytic domain, CyPet-SUMO1-YPet FRET cleavage | inhibition, % at 10 µM | 0.21% of 360,000 active | AID 624204;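 active means inhibition at least 30% at 10 µM, raw YFP signal under a set limit, fluorescence ratio 0.5 to 1.5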;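 further: 0% = enzyme with DMSO and 100% = no enzyme wells; some results filed as inactive read as strong as hits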
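material = recombinant human SENP1 catalytic domain, His6-tagged | quantity = 20 pM enzyme | reagent = 25 nM SUMO1 FRET substrate | compound dosing = 10 µM single point, 0.5% DMSO | timing = 50 min enzyme reaction, room temperature, light-protected | detection = FRET, CFP and YFP emission | control set = no-enzyme low, enzyme-DMSO high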
UBC13 polyUb = blocks human UBC13 polyubiquitin chain formation; inhibition, % at 20 µM; 0.47% of 330,000 active; TR-FRET; P61088; in the data active means inhibition above about 45%, passing the limit was not always enough
Target sequence (P61088 whole entry, looked up): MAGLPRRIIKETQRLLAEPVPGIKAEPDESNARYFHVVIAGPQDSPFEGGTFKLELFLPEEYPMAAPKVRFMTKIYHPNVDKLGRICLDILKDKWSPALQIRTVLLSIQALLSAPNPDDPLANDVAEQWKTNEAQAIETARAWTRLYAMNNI
SENP8 block-1 = SENP8 protease inhibition; 1.2% of 330,000 active; AID 2540; purified SENP8, Z-RLRGG-aminoluciferin cleavage, luminescence; Q96LD8; inhibition, % at 10 µM; in the data active means inhibition above about 50%
SENP8 block-2 = blocks human SENP8 cleavage of Nedd8 substrate | Q96LD8 | recombinant SENP8, Nedd8 substrate fluorescence | inhibition, % at 20 µM | 0.64% of 360,000 active | AID 602440; in the data active means inhibition mostly above about 40%, no sharp cut-off; inactive means mostly below about 27%
Apaf1 inhib = inhibitors of human Apaf-1 apoptosome | inhibition, % at 20 µM | O14727 | AID 489030 | reconstituted apoptosome caspase-3 activity, DEVD-Rh110 fluorescence | 0.71% of 330,000 active; active means inhibition of at least 40% at 20 µM;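 further: plate controls were DMSO wells for no effect and DEVD-CHO caspase inhibitor wells for full effect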
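Assay system: Apoptosome proteins | Medium: pH 7.5 Hepes buffer with CHAPS, BSA, DTT | Also added: Cytochrome c and DEVD-Rh110 substrate | Times: 30 min plus 50 min, RT | Detection: Rhodamine 110 fluorescence at Ex 480/Em 540 nm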
The depositor's hits bear a star; nt = not tested or not shown.

SMILES	SENP7 inh	SENP6 inh	APOBEC3G inh	SENP1 inh	UBC13 polyUb	SENP8 block-1	SENP8 block-2	Apaf1 inhib
CN1CCC(N(C)C(=O)c2cc(-c3ccc(F)cc3)nc3ccccc23)CC1	1	3	-2	2	32	9	-108	7
c1ccc(-c2ccnc3ncnn23)nc1	2	-1	-3	-3	-6	-4	-55	-10
CC(=O)c1c(C)nc2sc3c(=N)n(N)cnc3c2c1-c1ccc(Cl)cc1	8	-8	-4	-1	4	-7	-9	4
CS(=O)(=O)N(Cc1ccccc1)c1ccc(C(=O)Nc2ccc(C(N)=O)cc2)cc1	-6	21	-8	0	0	-15	3	-13
COc1cccc(OCc2cc(C(=O)NCCc3cccc(C)n3)no2)c1	3	-10	-7	-1	-4	8	2	0
CC(C)(C)C(=O)Nc1nc(C2CCCN2S(=O)(=O)c2ccc(Cl)cc2)cs1 (configuration not stated)	0	-12	-10	1	18	6	17	12
COc1cc2nc(CN3CCOCC3)n(CC(=O)N3CCCCCC3)c(=O)c2cc1OC	-5	-9	-3	1	-6	-1	30	3
CC(C)Oc1ccc(C(=O)O)c(C(=O)O)c1	-10	12	-6	-4	-7	-6	14	4
COCc1c(C(=O)N/N=C/c2ccco2)nnn1-c1nonc1N	-3	-6	-9	0	3	4	-3	-7
O=C(c1cccnc1)C1Cc2ccccc2C1=O (configuration not stated)	3	-6	-2	4	-3	-2	11	9
O=S(=O)(CCN1C=CC(C(F)(F)F)=NCC1)c1ccc(F)cc1	2	-16	1	-2	-1	0	5	-15
O=C1N=C(N2CCCC2)S/C1=C\c1ccccc1	10	9	0	1	-19	-2	32	5
COc1ccc(C(=O)NCCNC(=O)c2ccc(C)nc2)cc1	3	5	-9	0	-7	4	2	-5
COCCN1C(=O)c2ccccc2C(C(=O)NCc2ccco2)C1c1c[nH]c2ccccc12 (configuration not stated)	-2	-1	-8	0	-1	5	16	6
CC1CCN(C(=O)c2[nH]cnc2C(=O)Nc2ccon2)CC1	-1	4	-4	-1	14	2	2	1
COc1ccc(N2CCN(C(=O)NCc3cccc(OC)c3)CC2)cc1	-3	-26	-5	1	4	1	6	-1
c1csc(-c2csc(-c3cccs3)n2)c1	55*	-16	-2	-1	14	20	-142	16
Cc1csc(OCC(=O)Nc2ccc(C)c(C)c2)n1	-4	-8	-4	0	1	-1	25	-8
COC(=O)c1ccccc1N(Cc1ccccc1)S(C)(=O)=O	0	-3	-1	3	-6	-9	15	-35
COc1ccc(N2C(=O)C(Cl)=C(Nc3ccccc3O)C2=O)cc1	8	42	-3	3	-12	25	23	9
CCOC(=O)CSc1nnc(CNC(=O)c2ccc(OC)cc2)n1Cc1ccccc1	0	-29	2	1	1	-2	9	-3
O=C(CCN1C(=O)/C(=C/c2ccc(F)cc2)SC1=S)NCCCn1ccnc1	1	3	2	7	-3	3	14	12
COc1ccc(C(=O)NNC(=O)c2ccc(S(=O)(=O)N3CCOCC3)cc2)cc1	-6	-5	-11	2	-6	5	13	-22
CC(CCc1ccccc1)NC(=O)CCN1N=C(c2ccccc2)CCC1=O (configuration not stated)	10	1	-6	2	0	-3	12	-9
C[C@@]12C(=O)Nc3ccc(F)cc3C(=O)N1[C@H]1c3cc(Cl)ccc3OC[C@@H]1[C@@H]2c1ccccc1	-3	-9	-4	0	4	0	-13	17

Entries listed so far that have two or more sulfur atoms (3):
SMILES	SENP7 inh	SENP6 inh	APOBEC3G inh	SENP1 inh	UBC13 polyUb	SENP8 block-1	SENP8 block-2	Apaf1 inhib
CC(C)(C)C(=O)Nc1nc(C2CCCN2S(=O)(=O)c2ccc(Cl)cc2)cs1 (configuration not stated)	0	-12	-10	1	18	6	17	12
c1csc(-c2csc(-c3cccs3)n2)c1	55*	-16	-2	-1	14	20	-142	16
O=C(CCN1C(=O)/C(=C/c2ccc(F)cc2)SC1=S)NCCCn1ccnc1	1	3	2	7	-3	3	14	12

New compounds follow.
SMILES	SENP7 inh	SENP6 inh	APOBEC3G inh	SENP1 inh	UBC13 polyUb	SENP8 block-1	SENP8 block-2	Apaf1 inhib
O=C(NC1CCS(=O)(=O)C1)C1C2CC3CC(C2)CC1C3 (configuration not stated)	5	-12	-1	0	-2	7	11	0
COC(=O)c1cccc(N(C(=O)c2ccco2)C(C(=O)NC2CCCC2)c2ccc(N3CCOCC3)cc2)c1 (configuration not stated)	1	-10	-6	0	-2	-6	7	-1
CCCCOc1ccc(-c2nnn(CC(=O)NCCc3c[nH]c4ccccc34)n2)cc1	-5	1	-2	3	10	5	7	3
O=C(Nc1ccc(OCc2ccccc2)cc1)Nc1ccccc1C(=O)NCCCN1CCOCC1	97*	95*	-6	-1	7	95*	-4	4
N#CC1=C(N)OC2=C(C(=O)CCC2)C1c1ccsc1 (configuration not stated)	3	-7	-3	-6	6	-4	14	-5
NC(=O)c1ccc(C2SCC(=O)N2Cc2ccccc2)cc1 (configuration not stated)	8	-19	-5	-3	0	-1	16	10
CCOC(=O)c1c(NC(=O)CSc2nc3ccccc3o2)sc(C(C)=O)c1C	1	-10	-10	21	-2	-2	1	9
CCN(CC)c1nc(N2CCN(C)CC2)nc2ccccc12	5	-15	-7	-2	6	4	-83	-1
COc1ccc(-c2nc(C#N)c(N3CCC(C)CC3)o2)cc1	6	-32	4	-2	8	3	-325	25
O=C(Nc1nnc(-c2ccco2)o1)c1ccc(S(=O)(=O)N2CCOCC2)cc1	8	-4	3	1	-14	-3	7	6
COc1cc(C)ccc1OCCOCCOc1cc(C)c(C)cc1Br	0	-5	-5	0	0	3	2	15
O=c1[nH]c(CN2CCOCC2)nc2scc(-c3ccccc3)c12	-7	-10	-1	2	-21	2	17	13
COC(=O)[C@]1(Cc2ccccc2)N[C@H](CN(C)S(=O)(=O)c2ccc(C(C)(C)C)cc2)[C@@H]2C(=O)N(C)C(=O)[C@@H]21	-7	-28	-2	2	-9	-8	0	21
COc1ccccc1C1C2=C(CC(C)(C)CC2=O)N(CC(=O)O)C2=C1C(=O)CC(C)(C)C2	12	-2	1	-27	-8	-10	-488	6
CCOC(=O)N1CCC(NC(=O)Cn2ncc3ccccc32)CC1	6	11	2	2	1	0	12	-23
NC(=O)C1=C[C@H](c2ccc3c(c2)OCO3)C[C@H](OCc2ccc(CO)cc2)O1	13	-20	-6	-1	-8	-17	-40	6
CCC(COC(=O)c1ccccc1)Oc1cc(NCc2ccccc2)c2ncn(C(C)C)c2c1 (configuration not stated)	0	-9	-9	-30	11	-5	44*	69*
Cc1nnc(N/N=C/c2ccc(-c3ccc(Br)cc3)o2)n1N	3	8	-7	-64	-18	-1	-412	8
COc1cc(/C=N/NC(=O)C(=O)NCc2ccco2)ccc1O	11	-5	1	1	-6	-4	0	7
Cc1cc(NC(=O)CSCC(=O)N(C)Cc2cccc(Cl)c2)no1	-9	-4	-8	-1	16	-13	13	25
COc1ccccc1NC(=O)c1ccc(C)c(S(=O)(=O)N2CCCCC2)c1	3	-7	2	-1	2	6	10	15
CC1CCc2nc(NC(=O)CCSc3ccccc3)sc2C1 (configuration not stated)	-4	-1	-8	1	-2	0	22	1
CCN1C(=O)CSc2ccc(C(=O)NC3CCCCC3)cc21	-1	-3	-3	-3	4	7	22	-10
O=C(C1CC=CCC1)N1CCN(C(=O)C2CC=CCC2)CC1 (configuration not stated)	5	5	1	0	1	-1	24	2
CC(=O)c1ccc(N(C(=O)CS(=O)CC(=O)Nc2ccc(F)cc2)C(C(=O)NC2CCCCC2)c2cccs2)cc1 (configuration not stated)	0	-19	-6	2	-8	-4	19	-4

Reformatted: results already given.
Below each SMILES – SENP7 inh, SENP6 inh, APOBEC3G inh, SENP1 inh, UBC13 polyUb, SENP8 block-1, SENP8 block-2, Apaf1 inhib
O=C1N=C(N2CCCC2)S/C1=C\c1ccccc1
  10, 9, 0, 1, -19, -2, 32, 5
COc1ccc(C(=O)NCCNC(=O)c2ccc(C)nc2)cc1
  3, 5, -9, 0, -7, 4, 2, -5

Other compounds.
SMILES	SENP7 inh	SENP6 inh	APOBEC3G inh	SENP1 inh	UBC13 polyUb	SENP8 block-1	SENP8 block-2	Apaf1 inhib
CCCC(=O)Nc1ccc2c(c1)Cc1ccccc1-2	5	10	-2	2	2	7	9	7
COc1ccccc1NC(=O)Cn1c([N+](=O)[O-])cnc1C	-5	-16	-5	2	-1	-7	17	0
CCOC(=O)C(CN1CCCC1)c1ccccc1 (configuration not stated)	11	6	5	0	4	9	17	5
CC1=Nc2ccccc2N=C(NC(=O)CN2CCN(c3ccccc3)CC2)C1c1ccccc1 (configuration not stated)	1	2	-5	1	-12	-1	6	18
CCOc1ccc2nc(SCC(=O)N3c4ccccc4Sc4ccccc43)sc2c1	-6	0	-11	1	-5	-7	7	11
CC1(C)CC(=O)c2sc(NC(=O)c3ccccc3)nc2C1	57*	40	11	nt	3	55*	nt	-6
c1ccc(COc2ccc3nocc3c2)cc1	90*	93*	-7	-3	-5	90*	-28	-1
COc1ccc(Cl)cc1NC(=O)C1CC(c2ccccc2O)=NO1 (configuration not stated)	-2	7	-4	1	-4	-6	5	1
Clc1ccc(OCCCCSc2ncccn2)cc1	7	-29	-9	2	6	-7	13	16
COc1ccc(CN2CC(=O)N(c3ccccc3OC)C2=S)cc1OC	-1	-2	-2	-2	0	8	11	2
Cc1cc(C)n(-c2cccc(C(=O)O)c2)n1	5	3	-1	4	11	0	11	-5
CCOc1ccc(C2/C(=C(\O)c3ccc(OC)c(OC)c3)C(=O)C(=O)N2c2cc(C)on2)cc1OC (configuration not stated)	4	-7	-6	-5	4	1	23	2
COc1ccc(S(=O)(=O)Nc2ccc(NC(C)=O)cc2)cc1	-6	-5	-4	1	-5	-13	16	-5

By substructure, the entries above containing an NH in an aromatic ring.
SMILES	SENP7 inh	SENP6 inh	APOBEC3G inh	SENP1 inh	UBC13 polyUb	SENP8 block-1	SENP8 block-2	Apaf1 inhib
COCCN1C(=O)c2ccccc2C(C(=O)NCc2ccco2)C1c1c[nH]c2ccccc12 (configuration not stated)	-2	-1	-8	0	-1	5	16	6
CC1CCN(C(=O)c2[nH]cnc2C(=O)Nc2ccon2)CC1	-1	4	-4	-1	14	2	2	1
CCCCOc1ccc(-c2nnn(CC(=O)NCCc3c[nH]c4ccccc34)n2)cc1	-5	1	-2	3	10	5	7	3
O=c1[nH]c(CN2CCOCC2)nc2scc(-c3ccccc3)c12	-7	-10	-1	2	-21	2	17	13

Sorted by the number under SENP7 inh (high to low): 3 from the list above.
| compound | SENP7 inh | SENP6 inh | APOBEC3G inh | SENP1 inh | UBC13 polyUb |
| --- | --- | --- | --- | --- | --- |
| c1ccc(COc2ccc3nocc3c2)cc1 | 90* | 93* | -7 | -3 | -5 |
| Clc1ccc(OCCCCSc2ncccn2)cc1 | 7 | -29 | -9 | 2 | 6 |
| CCOc1ccc2nc(SCC(=O)N3c4ccccc4Sc4ccccc43)sc2c1 | -6 | 0 | -11 | 1 | -5 |

Rows were taken by chance; any-hit rate near 3.6%.
